IMP-1 inhibitor: blocks Pseudomonas aeruginosa IMP-1 metallo-beta-lactamase; inhibition, % at 5.6 µM; AID 1556; hit rate 0.45% among 290,000; purified IMP-1, nitrocefin hydrolysis, epi-absorbance fluorescence;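 active means inhibition above the mean plus 3 SD of all compounds in the same screening run, cut at about 4.5% in these data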;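 further: 0% = IMP-1 with DMSO and 100% = DMSO wells lacking enzyme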
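System: purified recombinant IMP-1 beta-lactamase. Medium: Zinc- and detergent-supplemented HEPES buffer, pH 7.1. Compound: one 5.6 µM dose […]. Schedule: 15 min preincubation plus 25 min reaction at 25 °C. Technique: Epi-absorbance fluorescence, 480 nm excitation, 530 nm emission.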
GPR7 antag: human neuropeptides B/W receptor 1 antagonism; P48145; GPR7-expressing cells, fluorescence antagonist assay; hit rate 1.1% among 290,000; inhibition, % at 4.4 µM; in the data active means inhibition above about 16%, passing the limit was not always enough;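 further: cells stimulated with the agonist NPW; 0% = agonist with vehicle and 100% = vehicle without agonist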
GalR3 antagonist: human GalR3 antagonism. O60755. HEK293 GalR3-CNG cAMP membrane potential fluorescence; galR3 body fused to GalR1 C-terminus. inhibition, % at 3 µM. hit rate 0.44% among 360,000;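 active means inhibition above the screen-wide average plus 3 SD, cut at about 13% in these data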;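 further: forskolin and galanin both at EC90 stimulate the cells; cAMP rise reported by CNG channel membrane potential dye signal; 0% = forskolin plus galanin with DMSO and 100% = forskolin alone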
Target sequence (O60755 1-299 limits assumed): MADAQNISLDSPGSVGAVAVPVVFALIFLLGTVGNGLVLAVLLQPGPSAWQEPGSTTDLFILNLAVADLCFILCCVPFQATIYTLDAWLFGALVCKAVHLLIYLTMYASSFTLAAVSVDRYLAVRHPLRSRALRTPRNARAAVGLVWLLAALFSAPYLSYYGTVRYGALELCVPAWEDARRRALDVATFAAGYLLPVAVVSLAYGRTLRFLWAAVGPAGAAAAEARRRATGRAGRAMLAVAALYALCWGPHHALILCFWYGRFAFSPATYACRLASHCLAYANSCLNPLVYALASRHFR
FID counter: fluorescent intercalator displacement, NS3 helicase counter-screen. AID 1845. inhibition, % at 7.9 µM. DNA fluorescent intercalator displacement, fluorescence. hit rate 0.17% among 290,000; in the data active means inhibition above about 37%;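 further: 0% = vehicle and 100% = reference compound; higher means more ethidium bromide displaced from hairpin DNA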
PHOSPHO1 block: blocks human PHOSPHO1 phosphatase activity; recombinant PHOSPHO1, absorbance phosphatase assay; inhibition, % at 13.3 µM; hit rate 1.1% among 290,000; AID 1565; in the data active means inhibition above about 60%
Target sequence (Q8TCT1 whole entry, looked up): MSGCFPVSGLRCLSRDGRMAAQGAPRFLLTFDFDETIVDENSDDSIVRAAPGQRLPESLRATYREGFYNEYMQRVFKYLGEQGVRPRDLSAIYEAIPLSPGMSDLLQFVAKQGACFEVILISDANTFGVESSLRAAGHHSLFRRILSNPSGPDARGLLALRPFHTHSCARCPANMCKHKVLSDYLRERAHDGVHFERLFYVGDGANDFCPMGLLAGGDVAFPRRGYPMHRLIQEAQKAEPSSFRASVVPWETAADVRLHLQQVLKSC
HCV NS3 hel inh: HCV NS3 helicase inhibition; NS3 helicase DNA unwinding, Cy5 molecular beacon fluorescence; inhibition, % at 10.9 µM; hit rate 0.56% among 290,000;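 active means inhibition above the mean of all tested compounds plus 3 SD, set per campaign, cut at about 35% in these data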;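 further: 0% = DMSO wells and 100% = thioflavine S control wells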
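System: NS3 helicase fragment of HCV / Schedule: 1 h at 25 °C / Control set: DMSO alone as 0% and 110 µM thioflavine S as 100% / Reagent: Cy5/quencher beacon DNA duplex and ATP to start / Technique: Cy5 fluorescence / Replication: singlicate / Evaluation: % inhibition of end-to-start signal ratio versus controls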
OXTR agonist: activates the human oxytocin receptor; P30559; CHO-OTR cells, Fluo-8 calcium fluorescence; normalized: DMSO 0%, oxytocin 100%; activation, % at 3 µM; hit rate 0.32% among 320,000; AID 2435;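 active means activation above the mean of all tested compounds plus 3 SD, cutoff set per screening run, cut at about 20% in these data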;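 further: peak over basal fluorescence ratio from a 100 s FLIPR kinetic read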
Target sequence (P30559 whole entry, looked up): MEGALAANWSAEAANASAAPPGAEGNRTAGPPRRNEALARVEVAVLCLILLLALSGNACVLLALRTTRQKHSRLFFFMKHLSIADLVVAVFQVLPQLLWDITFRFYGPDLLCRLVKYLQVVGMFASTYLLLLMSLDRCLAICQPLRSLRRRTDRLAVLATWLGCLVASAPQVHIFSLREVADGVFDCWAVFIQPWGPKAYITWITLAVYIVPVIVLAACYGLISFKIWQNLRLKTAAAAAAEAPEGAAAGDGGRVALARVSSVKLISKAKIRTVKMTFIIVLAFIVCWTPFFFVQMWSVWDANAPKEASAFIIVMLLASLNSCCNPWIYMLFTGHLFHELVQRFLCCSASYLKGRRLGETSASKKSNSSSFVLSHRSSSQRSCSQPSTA
VIM-2 inhibitor: blocks Pseudomonas aeruginosa VIM-2 metallo-beta-lactamase | AID 1527 | inhibition, % at 5.6 µM | purified VIM-2, nitrocefin hydrolysis, epi-absorbance fluorescence | hit rate 0.89% among 290,000;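 active means inhibition above the mean of all tested compounds plus 3 SD, cutoff set per screening run, cut at about 7.5% in these data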;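 further: red hydrolysis product quenches plate fluorescence so inhibitors raise well fluorescence; 0% = enzyme with DMSO and 100% = DMSO without enzyme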
V1R ag counter: counter-screen for oxytocin receptor agonists: human V1a receptor agonists | P37288 | CHO-V1R cells, Fluo-8 calcium fluorescence, agonist mode; 0% DMSO, 100% 3 nM vasopressin | activation, % at 3 µM | hit rate 0.25% among 320,000;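 active means activation above the mean activation of all tested compounds plus 3 SD, per screening run, cut at about 20% in these data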;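 further: signal is peak over basal fluorescence ratio across a 100 second FLIPR read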
Active calls of the source: *; / = no result given. This is a random part of the collection; 4.3% or so of the library scored in one or more.

SMILES	VIM-2 inhibitor	V1R ag counter	OXTR agonist	GPR7 antag	GalR3 antagonist	PHOSPHO1 block	FID counter	IMP-1 inhibitor	HCV NS3 hel inh
O=C(O)Cc1sc(-c2ccccc2)nc1-c1cccs1	-0.1	0.2	0.8	-14	4	2	-19	-4.2	19
Cc1cc(OCc2nnc(SC(C)C(=O)O)n2Cc2ccccc2)ccc1Cl (stereo unspecified)	-1.5	/	/	4	-4	41	-9	-3.0	25
Cc1ccc(-n2c(SCC(=O)NCc3ccco3)nnc2-c2cccnc2)cc1	-3.2	-0.7	-0.6	-7	1	-8	-25	-3.8	-1
Nc1nonc1-n1nnc(C(=O)N/N=C/c2ccc(Br)cc2)c1CN1CCOCC1	-3.8	1.0	-0.3	-24	1	14	-34	-2.6	-12
C=CCn1cnc2c(oc3ccccc32)c1=O	-4.4	/	/	-8	-8	44	-1	-2.6	-1
CN1CCN(CCCNC(=O)c2cc3c(=O)n(C)c4ccccc4c3s2)CC1	21*	0.5	-0.7	-1	/	-26	22	2.9	1
Cn1c(Cc2ccccc2)nnc1SCC(=O)N1CCN(c2ccccc2)CC1	-5.8	-1.3	-0.1	2	-4	-25	-31	-0.3	-7
CC1CCCCC1NS(=O)(=O)c1ccc(-n2cnnn2)cc1 (stereo unspecified)	-1.3	3.8	3.1	9	1	-4	-6	-2.4	4
O=Nc1c(O)n(Cc2c(Cl)cccc2Cl)c2ccccc12	-2.7	-0.5	-2.0	-6	-4	-18	-15	-2.8	7
CCOC(=O)[C@@H]1[C@H]2COc3ccccc3[C@@H]2N2C(=O)N(c3ccc(C)cc3)C(=O)[C@]12C	-2.7	-0.4	-2.0	-4	/	-2	-30	-2.8	-9
O=C(Nc1ccc2c(c1)CCC2)Nc1ccccc1F	-3.4	-0.6	-1.5	14	-6	18	2	-1.2	-7
CCCCCC(=O)NC(=S)Nc1ccc2oc(=O)ccc2c1	-2.0	0.7	-1.7	-1	2	4	-7	-2.1	-3

Following part:
SMILES	VIM-2 inhibitor	V1R ag counter	OXTR agonist	GPR7 antag	GalR3 antagonist	PHOSPHO1 block	FID counter	IMP-1 inhibitor	HCV NS3 hel inh
CCn1c(SCC(=O)Nc2nc(C)c(C)s2)nnc1-c1cccnc1	-3.8	-0.6	0.3	-10	-4	-12	-17	-5.7	2
CC(C)CCNC(=O)CCc1nnc2n(CCCOC(C)C)c(=O)c3ccccc3n12	-3.1	0.5	0.0	-13	-3	-20	-26	-3.1	4
Cc1ccc(C)c2[nH]c(=O)c(C(c3nnnn3C3CCCC3)N3CCOCC3)cc12 (stereo unspecified)	-3.5	0.3	1.0	-12	-5	-16	-6	-0.9	-3
COc1ccc(CNc2ncccn2)cc1OC	-1.3	0.2	0.7	-17	-2	34	-1	-2.2	-4
CC(C)CCNC(=O)C(c1ccc(O)cc1)N(C(=O)C1COc2ccccc2O1)c1cccc(O)c1 (stereo unspecified)	-5.5	0.2	-0.8	0	-1	64*	-11	-2.7	-5
Cc1ccc2cccc(S(=O)(=O)N3CCCc4ccccc43)c2n1	-2.0	2.4	3.9	-10	-8	30	-12	-3.6	-1
C=C(C)/C=N/NC(=S)Nc1ccc(S(=O)(=O)N2CCOCC2)cc1	-1.0	-0.3	1.0	13	-6	4	-11	-2.0	-2
Cc1noc(C)c1C(=O)OCC(=O)N1CCN(S(=O)(=O)c2ccc3ccccc3c2)CC1	-1.6	-0.8	-0.9	11	-2	43	-5	1.0	-1
CC(C)c1cc(N2CCC(=O)NC2=O)cc(C(=O)O)c1O	-2.0	0.4	1.1	-5	-4	-15	-2	-1.6	11
C=CCN(c1ccccc1)S(=O)(=O)c1cccc2cccnc12	-1.1	-1.4	-2.4	2	4	33	-15	-2.8	-4
COc1cc2[nH]c3c(=O)n4c(nc3c2cc1OC)SCCC4	1.1	2.5	-0.5	-22	-5	-4	4	-1.3	7
Cc1cccn2c(=O)c3cc(C(=O)NCCN4CCOCC4)n(C)c3nc12	19*	-0.9	-0.6	-13	-2	10	-4	-1.1	1

Continued:
SMILES	VIM-2 inhibitor	V1R ag counter	OXTR agonist	GPR7 antag	GalR3 antagonist	PHOSPHO1 block	FID counter	IMP-1 inhibitor	HCV NS3 hel inh
COc1ccc(C(CNC(=O)COc2ccccc2C#N)N2CCOCC2)cc1 (stereo unspecified)	-3.0	0.3	0.3	-4	-2	11	-11	-1.1	-5
CC(=O)Nc1ccccc1C(=O)N1CCc2ccccc21	-1.1	0.2	0.1	1	-1	-3	-2	-1.8	3
O=C(CS(=O)CC(=O)N(c1ccccc1)C(C(=O)NC1CCCC1)c1cccs1)Nc1ccc(F)cc1 (stereo unspecified)	-4.6	-0.8	-0.8	-11	-4	-2	-9	-2.2	1
CSc1nnc(-c2ccccc2N=Cc2c(C)[nH]n(-c3ccc4ccccc4c3)c2=O)c(=O)[nH]1	-2.6	-0.5	-0.1	-1	-3	-38	-5	-2.4	16
Cn1c(COc2ccccc2)nnc1SCc1cc(=O)[nH]c2ccccc12	-1.3	-0.7	-0.8	-18	-1	4	-23	-4.1	-3
CS(=O)(=O)n1nc(-c2ccccc2)nc1N	0.4	0.9	0.0	-10	-2	-7	-2	-4.2	-2
CCn1c(SC/C=C/c2ccccc2)nnc1-c1cccs1	-1.2	0.7	-0.7	2	-1	32	-34	-2.3	-6
CCCSC1=N/C(=C\c2ccsc2)C(=O)S1	0.5	-0.4	-0.5	-10	-4	10	-1	-2.8	10
O=C(Nc1ccccc1Cl)C1Cc2ccccc2O/C1=N\O (stereo unspecified)	-1.0	1.4	0.6	7	1	/	-3	-2.7	6
CC(=O)c1sc(-c2ccccc2Cl)nc1C	-2.8	-1.1	-2.8	2	2	6	1	-3.7	-3
Cc1ccc(O)c(-c2cc(C(=O)NCc3ccccc3)[nH]n2)c1	-4.4	0.3	0.2	9	4	17	-4	-1.7	-2
CCOC(=O)c1sc(N(C)C(C)=O)nc1C	-3.2	9.5	-0.7	-5	-4	29	-6	-2.6	8

(continued)
SMILES	VIM-2 inhibitor	V1R ag counter	OXTR agonist	GPR7 antag	GalR3 antagonist	PHOSPHO1 block	FID counter	IMP-1 inhibitor	HCV NS3 hel inh
NS(=O)(=O)c1ccc(CCNC(=O)c2cc3ccccc3s2)cc1	-2.7	2.5	1.1	-2	-9	19	-23	-1.0	51*
O=C(NCc1ccccn1)c1nn(-c2ccccc2)c(=O)c2ccccc12	2.3	-0.2	-0.8	9	-3	20	-14	-0.4	5
NNC(=O)c1csc(-c2ncc(C(F)(F)F)cc2Cl)n1	-5.0	-0.8	-2.0	-13	0	36	-2	-3.5	4
O=C(COc1ccccc1)Nc1ccc2oc(=O)ccc2c1	-1.4	2.2	1.0	9	-9	32	-14	-1.9	-4
CCOc1ccc2c(c1)/C(=C(\C(Cl)=C(Cl)Cl)[N+](=O)[O-])N2	-2.4	3.1	1.1	-7	-2	9	0	-1.5	3
[O-]/[N+](=C/c1cccnc1)c1ccc(Br)cc1	0.1	0.7	0.9	-15	2	15	2	0.5	-12
COc1cccc(NC(=O)Cn2cnc3sc(C)c(S(=O)(=O)N4CCN(C)CC4)c3c2=O)c1	-0.5	2.0	0.5	5	-3	2	27	1.9	-3
COc1ccc(C2(C(=O)NCCCN3CCOCC3)CCOCC2)cc1	-2.2	-0.7	0.2	5	-4	-6	1	-1.2	-2
CC1CSc2nnc(CCc3ccccc3)n21 (stereo unspecified)	-2.1	-0.9	-0.1	-4	2	-11	-2	-0.8	2
O=C(CCCOc1ccc(Cl)cc1Cl)N/N=C/c1ccccc1O	2.2	1.2	1.6	11	4	-9	-8	0.5	-7
O=C(NC1CC1)c1cc(F)c(F)cc1Cl	-4.0	-0.3	0.5	-4	-5	13	8	-1.7	1
CS(=O)(=O)N(CC(=O)Nc1ccccc1)c1cccc(Cl)c1Cl	1.0	-0.3	0.3	1	-1	-17	-7	-0.9	1

Later entries
SMILES	VIM-2 inhibitor	V1R ag counter	OXTR agonist	GPR7 antag	GalR3 antagonist	PHOSPHO1 block	FID counter	IMP-1 inhibitor	HCV NS3 hel inh
Cc1ccc(Cl)cc1N1CCN(C(=O)C2CCC(=O)N2C(C)C)CC1 (stereo unspecified)	-1.1	0.6	0.7	1	6	-6	-20	-0.2	-1
COc1ccccc1N1CCN(C(=O)CSc2nc3ccccc3c(=O)n2CC2CCCO2)CC1 (stereo unspecified)	-2.5	-1.2	-1.4	4	-6	0	-42	-4.3	-10
Cc1ccc(OCCn2c(C)nc3ccccc32)cc1	-1.9	7.5	5.6	17	-9	25	-1	-2.1	1
Cn1c(C(=O)NCC2CCCO2)cc2c(=O)[nH]c3ccccc3c21 (stereo unspecified)	0.5	1.4	1.7	-7	-2	-13	-9	-1.1	6
CCOc1ccc2nc(NC(=O)C3CCCN(S(=O)(=O)c4cccs4)C3)sc2c1 (stereo unspecified)	-2.1	0.6	1.0	-16	-6	-10	-13	-3.1	-27
CC1CCC(NC(=O)c2ccc3snnc3c2)CC1 (stereo unspecified)	-0.7	-1.0	0.0	-1	0	60	-11	-2.0	4
CC(=O)c1c(C)nn(CC(=O)NC2CCCN(Cc3ccc(CC(C)C)cc3)C2)c1C (stereo unspecified)	-0.4	3.7	2.3	-6	-8	6	9	-2.2	-12
Cc1cccc(C)c1OCc1cc(C(=O)N2CCNC(=O)C2)no1	-0.9	0.4	1.1	-12	-6	17	-21	-1.5	-2
CCN(CC)CC(=O)Nc1sc(C)c(C)c1C(=O)c1ccc(C)cc1	-4.4	-1.4	-1.3	-16	1	24	-3	-2.1	3
O=C(C[n+]1cccc(O)c1)Nc1ccc(Br)cc1	-0.3	-0.1	0.0	-5	-4	17	-2	-4.4	-2
COc1cc(NC(=O)c2ccco2)c(OC)cc1NC(=O)Nc1cccc(Cl)c1	-2.0	-0.1	-1.3	10	-2	10	2	-0.6	8

Source: PubChem BioAssay
